Epigenetic reg: derepresses silenced GFP reporter in murine cells; Potency, µM (top dose mostly 53.9 µM), without a hit: top-dose GFP activation, most hits filed as activators; 280,000 tested, 0.2% active; AID 1865; murine LDR cells, GFP reporter derepression, 30 h; also: % of control where 0% means no effect; nearly all actives have a fitted effect of over 60% in size
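Murine LDR cells bearing a silenced CMV-driven GFP reporter were exposed to compound for 30 h at 37 C. After PBS washes, GFP-positive cells (20-120 um objects) counted by laser-scanning microplate cytometry.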
NPSR antagonist: antagonists of human neuropeptide S receptor cAMP signaling; AID 1461; 220,000 tested, 1% active; CHO-NPSR cells, cAMP TR-FRET, antagonist mode; Potency, µM (titrated, usually from 38.3 µM), inactives show at the top dose activity change, negative = inhibition, usual class: inhibitors; also: % is scaled to controls: 0 for no effect and ±100 for the full control effect; nearly all actives have a fitted effect of over 50% in size; many of its hits are not listed in these tables
IMPase Li inh: cell-permeable IMPase inhibitors with lithium potentiation. 210,000 tested, 0.35% active. Potency, µM (top dose mostly 59.4 µM), inactives show at the top dose activity, negative = IMPase inhibition, actives largely listed as inhibitors. CHO-M1 cells, IP1 TR-FRET (IP-One), carbachol + lithium;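 also: IP1 builds up when IMPase is blocked and the TR-FRET signal falls; plate controls were basal vehicle for no effect and high inhibitor control for full effect; nearly all actives have a fitted effect of over 50% in size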
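Concentration–response in CHO-M1 cells, lithium-potentiated; 30 min at 37C. IP1 detected by competitive TR-FRET after 10 min lysis at RT. Hill-fitted AC50.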
KDM4E inh: blocks human JMJD2E demethylase activity; JMJD2E catalytic domain, FDH-coupled NADH fluorescence (FDH is formaldehyde dehydrogenase); Potency, µM (top dose mostly 57.1 µM), without a hit: top-dose activity change, negative = inhibition, usual class: inhibitors; 230,000 tested, 1.6% active; AID 2147; active = well fitted inhibition curve with a large enough effect, not every such curve was filed as active; inconclusive = small, poorly fitted or top-dose-only effect, or another doubt; inactive = no such curve, though single readings can be large or run the other way;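 also: 0% = wells with enzyme and -100% = buffer wells without enzyme; nearly all actives have a fitted effect of over 50% in size; many of its hits are not listed in these tables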
RECQ1 helicase: RECQ1 (human) helicase inhibition. Potency, µM (highest dose often 57.3 µM), for the others: at the top dose activity, negative = inhibition, hits mostly inhibitors. 240,000 tested, 0.54% active. RECQ1 DNA unwinding, red fluorescence kinetic read. P46063;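 also: plate controls were vehicle for no effect and no enzyme for full effect; nearly all actives have a fitted effect of over 30% in size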
Target sequence (P46063 whole entry, looked up): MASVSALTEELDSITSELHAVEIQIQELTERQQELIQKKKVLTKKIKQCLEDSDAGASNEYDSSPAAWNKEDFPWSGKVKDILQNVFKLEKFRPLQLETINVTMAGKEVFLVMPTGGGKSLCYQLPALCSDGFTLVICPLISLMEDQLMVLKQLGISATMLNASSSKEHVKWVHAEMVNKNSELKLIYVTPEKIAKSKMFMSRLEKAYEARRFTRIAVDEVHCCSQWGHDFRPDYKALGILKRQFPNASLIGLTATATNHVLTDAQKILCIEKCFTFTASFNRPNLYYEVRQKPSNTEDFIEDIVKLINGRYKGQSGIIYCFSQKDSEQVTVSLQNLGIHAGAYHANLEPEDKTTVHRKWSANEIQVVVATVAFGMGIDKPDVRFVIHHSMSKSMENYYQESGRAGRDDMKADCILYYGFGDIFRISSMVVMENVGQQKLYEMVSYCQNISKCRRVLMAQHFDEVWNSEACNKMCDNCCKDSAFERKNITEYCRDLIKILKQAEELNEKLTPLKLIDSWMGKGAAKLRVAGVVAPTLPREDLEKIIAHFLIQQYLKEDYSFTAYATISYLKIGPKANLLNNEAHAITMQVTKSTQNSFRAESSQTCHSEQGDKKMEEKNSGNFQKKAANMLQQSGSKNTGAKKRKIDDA
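RECQ1T1 50 nM; forked duplex (20 bp + 30-nt ss tails) 200 nM, ATP 2 mM final; pH 8.0, 2 mM MgCl2, 2.5 ug/ml poly(dI-dC); 15 min compound preincubation; discontinuous kinetic read over 2 h at RT.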
SMN2 splice enh: increases expression of the SMN2 splice variant | HEK293 SMN2-luciferase splicing reporter, luminescence, 30-36 h | Potency, µM (highest dose often 46.1 µM), without a hit: at the top dose activity change, positive = activation, hits mostly activators | 210,000 tested, 2.8% active; also: % of control where 0% means no effect; nearly all actives have a fitted effect of over 55% in size
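qHTS luciferase splicing reporter: luminescence rises when SMN2 exon 7 is included in transfected HEK293 cells. Compound exposure lasted 30-36 h at 37C, with 4.5 mM final sodium butyrate as control, followed by a ONE-Glo read.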
Luc counter: blocks Kinase-Glo luciferase, a counter-screen artifact; Kinase-Glo luciferase, ATP luminescence, 8 min; 200,000 tested, 0.28% active; AID 1379; Potency, µM (series often up to 38.3 µM), without a hit: top-dose activity change, negative = inhibition, most hits filed as inhibitors; Q27757; also: % is scaled to controls: 0 for no effect and ±100 for the full control effect; nearly all actives have a fitted effect of over 60% in size
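Substrate mix (final 50 mM imidazole pH 7.2, 50 mM KCl, 7 mM MgCl2, 10 uM ATP, 0.01% Tween 20, 0.05% BSA) plus pin-tool compound, then Kinase-Glo detection mix; 8 min ambient, luminescence read.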
GoLoco inh red: RGS12 GoLoco-Gai1 interaction inhibition; P63096; Gai1:RGS12 GoLoco peptide FP, rhodamine, 10 min; Potency, µM (series often up to 61.6 µM), for the others: top-dose activity, negative = inhibition, most hits filed as inhibitors; 230,000 tested, 0.44% active; AID 880; active = well fitted inhibition curve with a large enough effect, not every such curve was filed as active; inactive = no such curve, though single readings can be large or run the other way; also: % is scaled to controls: 0 for no effect and ±100 for the full control effect; nearly all actives have a fitted effect of over 30% in size; many of its hits are not listed in these tables
Target sequence (P63096 whole entry, looked up): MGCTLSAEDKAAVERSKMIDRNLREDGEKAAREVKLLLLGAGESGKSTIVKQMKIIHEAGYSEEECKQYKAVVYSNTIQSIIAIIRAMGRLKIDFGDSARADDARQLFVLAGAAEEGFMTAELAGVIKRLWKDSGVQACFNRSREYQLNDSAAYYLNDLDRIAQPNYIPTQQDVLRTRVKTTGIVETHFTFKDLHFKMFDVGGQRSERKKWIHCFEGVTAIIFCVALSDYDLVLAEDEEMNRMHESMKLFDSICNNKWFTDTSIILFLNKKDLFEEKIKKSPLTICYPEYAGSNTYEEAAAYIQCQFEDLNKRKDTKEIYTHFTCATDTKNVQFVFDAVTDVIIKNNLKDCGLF
* hit, by the source's call; i = inactive; ? = inconclusive; . = no result given; [ ] = remark or other dose. Unless noted, calls follow the shape of the dose curve; as a rule, active = well fitted curve in the direction sought with a large enough effect; inconclusive = small, poorly fitted or top-dose-only effect, or another doubt; inactive = no such curve, though single readings can be large; an effect the other way counts as inactive or inconclusive. Potency is read from the fitted curve at half-maximal effect. The list is partial; the hit share may differ from the screen's.

Each structure is followed by: RECQ1 helicase	KDM4E inh	IMPase Li inh	Luc counter	NPSR antagonist	SMN2 splice enh	GoLoco inh red	Epigenetic reg
COc1ccc(Cc2nc3ccc(S(=O)(=O)N4CCOCC4)cc3[nH]2)cc1OC
 : -5%	?	-7%[38.3 µM]	-4%	-9%[46.1 µM]	-37%[inhibitor]	24%	0.9%
CC1(C)CC(NC(=S)Nc2ccc(S(N)(=O)=O)cc2)CC(C)(C)N1
 : -14%	3%	-6%	1%	16%	11%	1%	-0.7%
O=c1c(Cc2ccc(F)cc2)c(O)ccn1CCc1cnc[nH]1
 : 12%	11%	1%	-2%	17%	1%	-1%	-2.0%
Cn1c(=O)n(Cc2ccccc2F)c(=O)c2c1nc1n2CCN1Cc1ccco1
 : -3%	-1%	-5%	15%	-20%	-48%[inhibitor]	2%	9.2%
COc1ccc(CNC(=O)CSc2nnc3nc(C)cc(C)n23)cc1OC
 : -9%	-11%	-4%	-2%	18%	3%	4%	7.8%
CC(C)(C)c1ccc(NC(=O)c2ccsc2)cc1
 : i	0%	.	.	56%	.	20%	1.1%
CC(=O)Oc1ccccc1N(C(C)=O)S(=O)(=O)c1ccc2ccccc2c1
 : 12%	5%	10%	4%	-3%	8%	10%	0.1%
COCCNC(=O)/C=C/c1c(Cl)cccc1Cl
 : 0%	13%	8%	0%	4%	-13%	1%	1.3%
CCCC(=O)Nc1cccc2c1CCCC2
 : -8%	4%	8%[38.3 µM]	1%	-6%[46.1 µM]	8%	-5%	0.4%
CCCCN(C(=O)NC(=O)Nc1cccc(C)c1C)S(C)(=O)=O
 : i	-2%	7%[38.3 µM]	0%	-12%[46.1 µM]	16%	1%	2.0%
CCOC(=O)c1sc(NC(=O)c2ccc(S(=O)(=O)N3CCOCC3)cc2)nc1-c1ccccc1
 : i	?	1%	3%	-15%	-40%[inhibitor]	0%	0.0%
COc1ccc(C(=O)N=c2sccn2C)cc1
 : i	-10%	-1%	-29%	-4%	?	-3%	-0.4%
COC(=O)c1ccccc1NC(=O)CN(C)S(=O)(=O)c1ccc(OC)cc1
 : -2%	?	29%[38.3 µM]	1%	-19%[46.1 µM]	.	0%	-1.2%
Cc1ccc(CNC(=O)C(=O)NCC2OCCN2C(=O)c2ccc3c(c2)OCO3)cc1 (stereo unspecified)
 : i	-11%	-5%	-3%	9%	-21%	256%[activator]	0.0%
Cc1ccc(C(=O)N/N=C/C=C/c2ccccc2)o1
 : -13%	-19%	0%	2%	-54%	0%	0%	-0.5%

(list continues)
Each structure is followed by: RECQ1 helicase	KDM4E inh	IMPase Li inh	Luc counter	NPSR antagonist	SMN2 splice enh	GoLoco inh red	Epigenetic reg
COCCNC(=O)C(c1ccncc1)N(C(=O)c1sc(C)nc1C)c1cccc(C)c1 (stereo unspecified)
 : 6%	?	-6%	-2%	0%	20%	-1%	-6.4%
O=C(Nn1c(SCc2ccc(F)cc2)nc2ccsc2c1=O)c1ccccc1
 : 0%	1%	11%	-1%	-26%[46.1 µM]	.	-8%	0.0%
COC(=O)C/C=C/[C@@H](C)[C@@H](/C=N/O[C@@H](C)c1cn([C@H](CO)Cc2ccccc2)nn1)NS(=O)(=O)c1ccc(C)cc1
 : -3%	4%	14%	0%	-29%	-18%	13%	0.3%
Cc1ccc(-c2ccc(=O)n(CC(=O)NCCCN3CCCCC3)n2)cc1
 : -7%	?	4%[38.3 µM]	0%	0%[46.1 µM]	17%	27%	-1.1%
CCN(CC)c1ccc([N+](=O)[O-])cc1/C=N/NC(=O)CC#N
 : -15%	6%	10%	4%	-13%	0%	-6%	2.0%
CCN1CCN(C(=O)c2cc3sccc3n2CC(=O)c2ccccc2)CC1
 : 1%	0%	15%[38.3 µM]	4%	8%[46.1 µM]	-7%	3%	-1.1%
CC(C)CCNC(=O)CO/N=C/c1ccccc1OC(F)F
 : -5%	-6%	.	.	-28%[46.1 µM]	.	.	-0.9%
O=C(NCc1cccc(C(F)(F)F)c1)c1cccc(Cl)c1Cl
 : -4%	-1%	17%	-1%	-12%	-17%	0%	-1.9%
Nc1ccccc1C(=O)Nc1nccs1
 : i	-8%	-5%	-8%	6%	?	24%	2.1%
O=[N+]([O-])c1ccccc1/C=C/C=N/Nc1ccc(S(=O)(=O)Nc2ccc(Cl)cc2)cc1[N+](=O)[O-]
 : i	-19%	6%	1%	-32%	?	28%	-2.6%
O=C(Nc1cc(S(=O)(=O)N2CCOCC2)ccc1N1CCCC1)c1ccc2c(c1)S(=O)(=O)c1ccccc1C2=O
 : i	-5%	2%	1%	-6%	-12%	1%	0.3%
Cc1nn(C)cc1/C=N/NC(=S)Nc1ccc(Cl)cc1Cl
 : 12%	-3%	-5%	-1%	-21%	-8%	10%	2.0%
Cc1onc(-c2ccccc2Cl)c1C(=O)N1CCCCC1C(=O)O (stereo unspecified)
 : -7%	0%	-8%[38.3 µM]	16%	2%[46.1 µM]	16%	-1%	-1.4%
Cc1ccc2c(C(=O)CN3CCSCC3)c(C)[nH]c2c1
 : -4%	-3%	12%[38.3 µM]	0%	1%[46.1 µM]	24%	-17%	-1.1%
Cc1cc(NC(=O)CSc2ncn[nH]2)no1
 : i	?	1%	-2%	9%	-3%	19%	3.3%

(listing goes on)
Each structure is followed by: RECQ1 helicase	KDM4E inh	IMPase Li inh	Luc counter	NPSR antagonist	SMN2 splice enh	GoLoco inh red	Epigenetic reg
O=C(c1ccccc1F)N1C(=O)c2cccc3cccc1c23
 : -6%	?	11%	2%	-12%	-2%	13%	1.1%
N#C/C(C(N)=O)=C1/SC=C(c2ccccc2)N1c1ccccc1
 : ?	?	.	.	?	.	-1%	2.4%
N#Cc1c(Cl)nc2c(c1C#N)CCCC2
 : 3%	-3%	.	.	-1%	.	2%	1.9%
CC(=O)N1CCC(N(CCN2CCOCC2)C(=S)Nc2ccccc2C)CC1
 : -4%	11%	-6%	0%	9%	0%[1.84 µM]	6%	-0.9%
COc1cc(/C=N/n2c(=S)[nH]nc(C)c2=O)cc([N+](=O)[O-])c1O
 : i	-5%	2%	3%	-22%	.	10%	3.4%
CCN(Cc1cc2cc(OC)ccc2[nH]c1=O)C(=O)c1ccncc1
 : i	?	13%[38.3 µM]	-3%	0%[46.1 µM]	15%	6%	-11%
Cc1noc(C)c1C(=O)NCCCN1CCCC1=O
 : -4%	-1%	6%[38.3 µM]	2%	1%[46.1 µM]	1%	-5%	-0.8%
CCc1ccc(N=C2N=C(N)c3ccccc32)cc1
 : -5%	-3%	21%[38.3 µM]	11%	-15%[46.1 µM]	?	11%	-1.8%
Cc1cccc2cc3ccc4ccccc4c3cc12
 : .	.	0%	-5%[7.66 µM]	.	-5%[9.22 µM]	12%[14.2 µM]	.
Cc1cccc(C(=O)Nc2scc(CC(C)C)c2C(=O)O)c1
 : 1%	10%	5%	1%	-9%	6%	-9%	-0.8%
COc1ccccc1N1CCN(C(=O)COc2ccc(S(=O)(=O)NC(C)C)cc2)CC1
 : i	-5%	-1%	5%	-11%	-14%	11%	-4.7%
Cc1cc(F)ccc1NCC(=O)Nc1ccc(Br)cc1C
 : 0%	-20%	.	.	-19%[46.1 µM]	.	.	-0.9%
Cc1nn(CC(=O)NCc2ccccc2Cl)c(C)c1[N+](=O)[O-]
 : i	5%	7%[38.3 µM]	-1%	-11%[46.1 µM]	-1%	0%	-1.2%
Cc1ccc(S(=O)(=O)Oc2cc(S(=O)(=O)O)cc3cc(S(=O)(=O)O)cc(N)c23)cc1
 : .	.	-1%	-6%[7.66 µM]	.	2%[9.22 µM]	-8%[14.2 µM]	.
COc1ccc(OC)c2c(N3CCN(C)CC3)cc(C(F)(F)F)nc12
 : -1%	?	-29%[38.3 µM]	11%	4%[46.1 µM]	-6%	-3%	-1.1%

Next section.
Each structure is followed by: RECQ1 helicase	KDM4E inh	IMPase Li inh	Luc counter	NPSR antagonist	SMN2 splice enh	GoLoco inh red	Epigenetic reg
C(=N\N(c1ccccc1)c1ccccc1)/c1ccc2c(c1)OCO2
 : -4%	-3%	18%[38.3 µM]	-2%	-20%[46.1 µM]	-15%	3%	-1.3%
N#CCSc1nc(-c2ccccc2)cs1
 : -11%	2%	6%[38.3 µM]	1%	6%[46.1 µM]	25%	-10%	4.5%
O=C(CCCN1C(=O)/C(=C\c2cccs2)SC1=S)Nc1ccc(C(=O)O)cc1
 : -15%	-1%	-4%	-2%	-39%	-1%	9%	1.9%
O=C(N/N=C\c1ccc([N+](=O)[O-])s1)c1cncc(Br)c1
 : -11%	-16%	1%	-4%	-6%	-96%[inhibitor]	14%	?
COc1ccc(C(=O)Nn2c(SCC(=O)NCc3ccco3)nc3ccccc3c2=O)cc1
 : i	1%	-4%[38.3 µM]	-28%	-15%[46.1 µM]	?	-10%	-4.8%
COc1cccc(/C=N/NC(=S)Nc2cccnc2)c1
 : i	-4%	2%	1%	-38%	-5%	9%	9.4%
Cc1cc(=O)[nH]c(SCC(=O)NCCC2=CCCCC2)n1
 : -3%	4%	-2%	1%	7%	-10%	3%	2.1%
O=C(c1cccc(F)c1)N1CCCC(C(=O)N2CCCC2)C1 (stereo unspecified)
 : i	-5%	1%[38.3 µM]	-4%	3%[46.1 µM]	2%	7%	-1.0%
Cc1ccc(NC(=O)CN(C)Cc2cc(=O)n3ccsc3n2)cc1
 : i	-4%	.	.	18%	.	4%	-0.9%
CN1CCN(C(=S)c2ccc(Br)cc2)CC1
 : -1%	-1%	.	.	-7%[46.1 µM]	.	.	-0.9%
CCC(=O)Nc1cccc(NC(=O)c2ccccc2Br)c1
 : 0%	7%	9%	0%	17%	-1%	8%	-1.0%
Cc1ccn2c(C(=O)CSc3ccccc3)c(C)nc2c1
 : i	-1%	13%	0%	-6%	25µM*	5%	-2.3%
CCc1nnc(NC(=O)C2CCCN(c3nc4ccccc4s3)C2)s1 (stereo unspecified)
 : -2%	5%	4%[38.3 µM]	-5%	-18%[46.1 µM]	9%	-4%	13%

3 entries already listed, sorted by their value in NPSR antagonist, high to low:
structure | NPSR antagonist
CCC(=O)Nc1cccc(NC(=O)c2ccccc2Br)c1 | 17%
Cc1cc(=O)[nH]c(SCC(=O)NCCC2=CCCCC2)n1 | 7%
O=C(CCCN1C(=O)/C(=C\c2cccs2)SC1=S)Nc1ccc(C(=O)O)cc1 | -39%
